Assay outcomes from PubChem.
PLCg1 inh = PLC-gamma1 enzyme inhibitors, primary screen, biochemical, fluorescence, purified enzyme; 1-phosphatidylinositol 4,5-bisphosphate phosphodiesterase gamma-1 (Homo sapiens), P19174; fluorogenic substrate; inhibition, % at 12.2 µM; 370,000 tested, 0.84% active; AID 720700, 2013; in the data active means inhibition above about 9.5%
ASAP1 inh = inhibitors of human ASAP1 ArfGAP activity, primary screen, biochemical, fluorescence polarization; Arf-GAP with SH3 domain, ANK repeat and PH domain-containing protein 1 (Homo sapiens), …; ASAP1-stimulated ARF1 GTP hydrolysis, GDP FP detection; inhibition, % at 16.5 µM; 360,000 tested, 0.19% active; in the data active means inhibition above about 25%;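 further: 0% = vehicle with enzyme and substrate and 100% = no enzyme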
Target sequence (Q9ULH1 325-724 limits assumed): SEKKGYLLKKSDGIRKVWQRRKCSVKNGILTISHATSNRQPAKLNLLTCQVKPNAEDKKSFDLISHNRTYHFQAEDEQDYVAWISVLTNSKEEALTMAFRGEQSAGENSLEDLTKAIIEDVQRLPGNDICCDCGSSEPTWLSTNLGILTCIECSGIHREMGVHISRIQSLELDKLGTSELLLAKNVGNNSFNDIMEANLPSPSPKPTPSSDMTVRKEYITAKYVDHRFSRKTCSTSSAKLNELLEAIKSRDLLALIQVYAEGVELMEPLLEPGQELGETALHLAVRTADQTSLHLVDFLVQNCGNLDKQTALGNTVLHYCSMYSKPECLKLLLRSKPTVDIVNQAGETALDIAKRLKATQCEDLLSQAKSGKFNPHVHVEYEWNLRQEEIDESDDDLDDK
sPLA2-III inh = human group III sPLA2 inhibitors, primary screen, biochemical, QFRET, BODIPY PC-A2 liposome substrate | QFRET BODIPY PC-A2 liposome hydrolysis, fluorescence | inhibition, % at 12.2 µM | 370,000 tested, 0.56% active | AID 743126, 2013;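 active means inhibition above mean plus 3 SD of compounds lying within the high and low control bounds, cut at about 19% in these data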;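 further: 0% = median of test compound wells and 100% = no enzyme DMSO wells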
proKLK7 act = proKLK7 zymogen activators, primary screen, biochemical, fluorescence intensity; activation, % at 7 µM; AID 652039, 2013; 370,000 tested, 0.9% active; purified proKLK7, EDANS-DABCYL substrate fluorescence; 100% is mature enzyme control, 0% vehicle;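 active means activation above the mean of all tested compounds plus 3 SD, computed per campaign excluding outliers beyond control limits, cut at about 13% in these data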
UHRF1 MBD2 ctr = UHRF1 methylated DNA binding inhibitors, primary screen, counter-screen for MBD2 inhibitor project, biochemical, TR-FRET, human UHRF1, single concentration; E3 ubiquitin-protein ligase UHRF1 (Homo sapiens), Q96T88; inhibition, % at 4.4 µM; AID 687016, 2013; UHRF1 binding to methylated oligo; 370,000 tested, 0.75% active; in the data active means inhibition above about 21%;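 further: UHRF1 SRA domain binding a hemimethylated CpG hairpin DNA probe; 0% = median of test compound wells and 100% = reference inhibitor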
DDE Tn6 FP inh = inhibitors of Tn6 peptide binding to fibrin DD(E), primary screen, biochemical, fluorescence polarization, human fibrin, Tn6 probe; inhibition, % at 8.3 µM; AID 720509, 2013; Fibrinogen beta chain (Homo sapiens), P02675; 370,000 tested, 0.21% active; Fibrin DD(E) TRITC-Tn6 fluorescence polarization displacement;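 active means inhibition above a per-campaign cutoff: mean of compounds within control limits plus 3 SD, cut at about 15% in these data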;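 further: 0% = median of all compound wells on the plate and 100% = blocking peptide control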
Target sequence (P02675 whole entry, looked up): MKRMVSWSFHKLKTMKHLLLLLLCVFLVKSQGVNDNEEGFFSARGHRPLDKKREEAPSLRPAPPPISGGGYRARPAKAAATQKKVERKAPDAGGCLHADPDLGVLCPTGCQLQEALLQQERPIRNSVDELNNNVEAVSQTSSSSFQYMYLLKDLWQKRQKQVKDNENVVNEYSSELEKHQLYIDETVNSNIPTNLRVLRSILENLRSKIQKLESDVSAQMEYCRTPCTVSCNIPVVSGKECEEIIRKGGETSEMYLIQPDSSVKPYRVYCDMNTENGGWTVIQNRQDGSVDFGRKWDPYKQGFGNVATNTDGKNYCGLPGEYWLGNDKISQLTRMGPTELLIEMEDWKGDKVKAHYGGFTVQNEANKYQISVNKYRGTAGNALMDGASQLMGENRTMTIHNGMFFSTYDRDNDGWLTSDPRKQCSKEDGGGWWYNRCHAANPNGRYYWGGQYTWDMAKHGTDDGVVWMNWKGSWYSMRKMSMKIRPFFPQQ
PLC-beta3 inh = human PLC-beta3 inhibitors, primary screen, biochemical, fluorescence. Purified PLC-beta3, fluorogenic substrate. inhibition, % at 12.2 µM. AID 720704, 2013. 370,000 tested, 0.18% active; in the data active means inhibition above about 11%;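 further: 0% = median of compound wells on plate and 100% = full blocker control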
ARFGAP1 inhibitor = inhibitors of rat ARFGAP1 GAP activity, primary screen, biochemical, fluorescence polarization, GDP tracer; ADP-ribosylation factor GTPase-activating protein 1 (Rattus norvegicus), Q62848; Arfgap1-stimulated ARF1 GTP hydrolysis, GDP FP detection; inhibition, % at 16.5 µM; 360,000 tested, 0.26% active; AID 651572, 2012;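 active means inhibition above a per-plate limit, mean inhibition of low control wells plus 3 SD, cut at about 25% in these data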;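 further: 0% = DMSO wells with enzyme and 100% = wells lacking Arfgap1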
Target sequence (Q62848 1-136 limits assumed): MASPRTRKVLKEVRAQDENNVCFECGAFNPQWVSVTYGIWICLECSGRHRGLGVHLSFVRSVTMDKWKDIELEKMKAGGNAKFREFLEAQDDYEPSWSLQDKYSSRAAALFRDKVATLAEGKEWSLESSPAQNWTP
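system = rat Arfgap1 catalytic domain, aa 1-136 | technique = FP, GDP Alexa 633 tracer displaced from anti-GDP antibody, 620/688 nm | compound = one concentration, 16.5 µM, DMSO 1.26% | medium = HEPES-based buffer, pH 7.5 | timing = compound-enzyme preincubation 20 min, reaction 120 min, detection 60 min, 25 °C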
Tn7 DDE FP = inhibitors of Tn7 peptide binding to fibrin DD(E), primary screen, biochemical, fluorescence polarization, human fibrin, Tn7 probe | Fibrinogen beta chain (Homo sapiens), P02675 | FP displacement of FITC-Tn7 peptide from fibrin DD(E); 0% = median of compound wells per plate | inhibition, % at 8.3 µM | 370,000 tested, 0.13% active | AID 720508, 2013;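 active means inhibition above the mean of compounds falling within the control limits plus 3 SD of them, cut at about 14% in these data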;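 further: 0% = plate median of compound wells and 100% = 10 µM Aha-Tn7 peptide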
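system = human fibrin DD(E) protein | quantity = DD(E) 2 µM final | medium = Tris/NaCl/CaCl2 buffer, pH 7.8 | also added = labelled Tn7 tracer, 0.1 µM | compound dosing = single point at 8.3 µM | timing = compound with protein 10 min, then 3 h after probe, room temperature | signal = FP measurement | benchmarks = Aha-Tn7 high control | repeats = one replicate per compound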
NR1D1 modulator = modulators of Rev-erb alpha DNA binding, primary screen, biochemical, FITC-DNA, fluorescence polarization, uHTS; AID 1259318, 2017; Rev-erbα–FITC-DNA binding, 90 min; 370,000 tested, 0.79% active; activity, % at 10 µM;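 active means activity above about 14%, limit read from the data; passing the limit was not always enough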;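 further: 0% = DMSO wells with 35 nM protein and 100% = DMSO wells with 750 nM protein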
* marks the source's active call; other numbers are inactive results.

CC(NC(=O)COC(=O)CNS(=O)(=O)/C=C/c1ccccc1)c1ccccc1 (configuration not stated) was read as PLCg1 inh -4.9, ASAP1 inh 8.9, sPLA2-III inh -11.8, proKLK7 act -0.1, UHRF1 MBD2 ctr -0.6, DDE Tn6 FP inh 8.5, PLC-beta3 inh -6.2, ARFGAP1 inhibitor -11.1, Tn7 DDE FP 1.8 and NR1D1 modulator -0.9.
Screening Oc1ccccc1N1CCN(CC(O)COC2CCCc3ccccc32)CC1 (configuration not stated) returned PLCg1 inh -1.1, ASAP1 inh 7.4, sPLA2-III inh -5.3, proKLK7 act 0.1, UHRF1 MBD2 ctr 6.3, DDE Tn6 FP inh 11.8, PLC-beta3 inh 0.2, ARFGAP1 inhibitor -12.6, Tn7 DDE FP 2.8 and NR1D1 modulator 1.8.
`Cc1ccc(C(=O)Nc2ccc(S(=O)(=O)Nc3cnc4ccccc4n3)cc2)cc1` gave PLCg1 inh -33.0, ASAP1 inh 5.3, sPLA2-III inh -25.7, proKLK7 act -0.2, UHRF1 MBD2 ctr -0.6, DDE Tn6 FP inh -4.0, PLC-beta3 inh -40.8, ARFGAP1 inhibitor 11.2, Tn7 DDE FP 4.5 and NR1D1 modulator -5.2.
For O=C(Nc1cc(S(=O)(=O)N2CCCCC2)ccc1Cl)c1ccncc1 the results were PLCg1 inh 3.5, ASAP1 inh 11.4, sPLA2-III inh 9.6, proKLK7 act -0.8, UHRF1 MBD2 ctr -1.2, DDE Tn6 FP inh -4.3, PLC-beta3 inh -5.1, ARFGAP1 inhibitor 8.2, Tn7 DDE FP 1.5 and NR1D1 modulator 3.3.
Screening CCCCNC(=O)C1Cc2cc(S(=O)(=O)N3CCCC3)ccc2N1C(C)=O (configuration not stated) returned PLCg1 inh 3.9, ASAP1 inh -11.3, sPLA2-III inh -1.5, proKLK7 act -0.1, UHRF1 MBD2 ctr 19.7, DDE Tn6 FP inh 3.5, PLC-beta3 inh -4.6, ARFGAP1 inhibitor -11.6, Tn7 DDE FP 3.3 and NR1D1 modulator -0.5.
`OCCC1CN(Cc2ccc3nsnc3c2)CCN1C1CCCC1` (configuration not stated) gave PLCg1 inh 4.0, ASAP1 inh -9.2, sPLA2-III inh 0.9, proKLK7 act 0.7, UHRF1 MBD2 ctr -1.9, DDE Tn6 FP inh 4.6, PLC-beta3 inh 7.6, ARFGAP1 inhibitor -7.1, Tn7 DDE FP 6.6 and NR1D1 modulator 1.1.
Screening O=C(CSc1nc2cccnc2n1Cc1ccccc1)N1CCCC1 returned PLCg1 inh -0.9, ASAP1 inh -9.8, sPLA2-III inh 0.9, proKLK7 act -0.1, UHRF1 MBD2 ctr -0.8, DDE Tn6 FP inh 6.6, PLC-beta3 inh -2.6, ARFGAP1 inhibitor -4.7, Tn7 DDE FP 2.9 and NR1D1 modulator -3.2.
Oc1ccc(-c2[nH]ncc2-c2ccc(Br)cc2)c(O)c1 was read as PLCg1 inh 2.0, ASAP1 inh -3.9, sPLA2-III inh -58.2, proKLK7 act -0.5, UHRF1 MBD2 ctr -0.8, DDE Tn6 FP inh 3.2, PLC-beta3 inh -5.5, ARFGAP1 inhibitor -4.0, Tn7 DDE FP -0.5 and NR1D1 modulator 0.6.
`NC(=O)c1nsc(C(=O)N(CC(=O)NC2CCCCC2)Cc2ccc(F)cc2)c1N` gave PLCg1 inh -44.0, ASAP1 inh -5.6, sPLA2-III inh 3.0, proKLK7 act 2.4, UHRF1 MBD2 ctr -0.3, DDE Tn6 FP inh -2.0, PLC-beta3 inh -77.0, ARFGAP1 inhibitor 1.3, Tn7 DDE FP -2.8 and NR1D1 modulator 0.9.
Screening CC1(C)CC(=O)C2=C(C1)OC(N)=C(C#N)C2c1cn(-c2ccccc2)nc1-c1ccc(F)cc1 (configuration not stated) returned PLCg1 inh -15.3, ASAP1 inh -0.1, sPLA2-III inh -7.5, proKLK7 act 1.1, UHRF1 MBD2 ctr 1.5, DDE Tn6 FP inh -2.7, PLC-beta3 inh -19.2, ARFGAP1 inhibitor 14.9, Tn7 DDE FP 1.6 and NR1D1 modulator 1.8.
Screening CCCN1CCC(NC(=O)C2CC=CCC2C(=O)O)CC1 (configuration not stated) returned PLCg1 inh 2.5, ASAP1 inh 8.9, sPLA2-III inh 6.2, proKLK7 act 0.4, UHRF1 MBD2 ctr 1.3, DDE Tn6 FP inh 1.1, PLC-beta3 inh 0.0, ARFGAP1 inhibitor 3.2, Tn7 DDE FP -7.0 and NR1D1 modulator -2.0.
`CC(Sc1nc(N)c2c3c(sc2n1)CSC(C)(C)C3)C(=O)Nc1ccccc1` (configuration not stated) gave PLCg1 inh -4.7, ASAP1 inh 5.3, sPLA2-III inh -16.5, proKLK7 act -0.5, UHRF1 MBD2 ctr -1.2, DDE Tn6 FP inh 2.6, PLC-beta3 inh -5.7, ARFGAP1 inhibitor 4.9, Tn7 DDE FP 7.4 and NR1D1 modulator 0.1.
O=C(CSc1nnc(Cn2nnc3ccccc32)o1)Nc1ccc(Cl)cc1 was read as PLCg1 inh 3.4, ASAP1 inh -8.8, sPLA2-III inh -4.3, proKLK7 act 0.4, UHRF1 MBD2 ctr -1.4, DDE Tn6 FP inh 5.3, PLC-beta3 inh 0.6, ARFGAP1 inhibitor 5.3, Tn7 DDE FP -0.7 and NR1D1 modulator 4.0.
COc1cccc2c1OCC/C2=N\NC(=O)COc1ccc(C)cc1 was read as PLCg1 inh -173.9, ASAP1 inh -2.3, sPLA2-III inh -0.5, proKLK7 act 4.6, UHRF1 MBD2 ctr 0.9, DDE Tn6 FP inh -2.0, PLC-beta3 inh -178.9, ARFGAP1 inhibitor -13.1, Tn7 DDE FP 2.5 and NR1D1 modulator 21.4.
COc1cccc(C(O)c2nc(-c3ccc(Cl)cc3)cs2)c1 (configuration not stated) was read as PLCg1 inh -2.4, ASAP1 inh -6.2, sPLA2-III inh -13.8, proKLK7 act -0.9, UHRF1 MBD2 ctr -1.8, DDE Tn6 FP inh 3.1, PLC-beta3 inh -4.1, ARFGAP1 inhibitor 11.6, Tn7 DDE FP -1.5 and NR1D1 modulator -0.8.
`O=C(CCCn1ncn2c(cc3occc32)c1=O)N1CCc2ccccc2C1` gave PLCg1 inh -7.4, ASAP1 inh 11.2, sPLA2-III inh -15.8, proKLK7 act 0.6, UHRF1 MBD2 ctr -5.7, DDE Tn6 FP inh -5.4, PLC-beta3 inh -6.2, ARFGAP1 inhibitor 4.8, Tn7 DDE FP 1.5 and NR1D1 modulator -2.1.
`CCOC(=O)c1ccc(-n2c(C)ccc2C)cc1` gave PLCg1 inh 0.4, ASAP1 inh -15.4, sPLA2-III inh 0.6, proKLK7 act -0.4, UHRF1 MBD2 ctr 1.9, DDE Tn6 FP inh 3.7, PLC-beta3 inh 3.9, ARFGAP1 inhibitor 2.8, Tn7 DDE FP 2.0 and NR1D1 modulator 1.5.
For O=C(NC(=S)NC1CCSC1=O)c1ccccc1F (configuration not stated) the results were PLCg1 inh 3.1, ASAP1 inh 10.5, sPLA2-III inh 1.1, proKLK7 act -0.1, UHRF1 MBD2 ctr 3.8, DDE Tn6 FP inh -2.8, PLC-beta3 inh 1.1, ARFGAP1 inhibitor -9.0, Tn7 DDE FP -4.6 and NR1D1 modulator -1.8.
For O=C(COc1ccccc1)N1CCN(C(=O)c2cccc(F)c2)CC1 the results were PLCg1 inh 0.5, ASAP1 inh 7.4, sPLA2-III inh 0.1, proKLK7 act -0.1, UHRF1 MBD2 ctr 1.3, DDE Tn6 FP inh 11.9, PLC-beta3 inh 1.3, ARFGAP1 inhibitor 0.7, Tn7 DDE FP -3.5 and NR1D1 modulator 0.8.
For COC(=O)c1ccc(Cl)c(NC(=O)Cc2ccccc2[N+](=O)[O-])c1 the results were PLCg1 inh 2.7, ASAP1 inh -1.7, sPLA2-III inh -2.9, proKLK7 act -0.7, UHRF1 MBD2 ctr 0.4, DDE Tn6 FP inh 0.0, PLC-beta3 inh 2.8, ARFGAP1 inhibitor 0.0, Tn7 DDE FP 5.5 and NR1D1 modulator -2.1.
For O=C(Nc1ccc([N+](=O)[O-])cn1)C1CC2CCC1C2 (configuration not stated) the results were PLCg1 inh 5.1, ASAP1 inh -7.9, sPLA2-III inh 1.1, proKLK7 act 0.0, UHRF1 MBD2 ctr -2.7, DDE Tn6 FP inh 7.0, PLC-beta3 inh 4.6, ARFGAP1 inhibitor -6.6, Tn7 DDE FP 8.0 and NR1D1 modulator -2.3.
`N/C(=N\OC(=O)Cc1ccccc1)c1ccccn1` gave PLCg1 inh 1.2, ASAP1 inh 6.2, sPLA2-III inh -0.2, proKLK7 act 0.5, UHRF1 MBD2 ctr -2.0, DDE Tn6 FP inh -5.4, PLC-beta3 inh 3.5, ARFGAP1 inhibitor -9.2, Tn7 DDE FP -7.8 and NR1D1 modulator 3.4.
For Cc1ccc(NC(=O)C(C)OC(=O)C2CC3CCCC(C2)C3=O)cc1S(=O)(=O)N1CCOCC1 (configuration not stated) the results were PLCg1 inh -4.7, ASAP1 inh -12.7, sPLA2-III inh 2.4, proKLK7 act -0.2, UHRF1 MBD2 ctr -0.6, DDE Tn6 FP inh -3.3, PLC-beta3 inh -10.1, ARFGAP1 inhibitor -6.0, Tn7 DDE FP -2.2 and NR1D1 modulator 2.3.
For CCC(NC(=O)Nn1cnnc1)(C(F)(F)F)C(F)(F)F the results were PLCg1 inh 0.7, ASAP1 inh -4.7, sPLA2-III inh -0.3, proKLK7 act -0.2, UHRF1 MBD2 ctr 1.7, DDE Tn6 FP inh -5.4, PLC-beta3 inh 6.0, ARFGAP1 inhibitor -1.6, Tn7 DDE FP 2.7 and NR1D1 modulator -0.4.
